D2 ag – HTS Assay for Allosteric Agonists of the Human D2 Dopamine Receptor: Primary Screen for Agonists; activation, % at 2 µM; D(2) dopamine receptor (Homo sapiens), P14416; 0.53% of 340,000 active; AID 485358, 2010; HEK293 T-REx D2 cells, calcium flux agonist mode;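 active = activation over 3 SD above normal in the single-dose calcium agonist read, cut at about 30% in these data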; also: 0% is about no effect
Target sequence (P14416 whole entry, looked up): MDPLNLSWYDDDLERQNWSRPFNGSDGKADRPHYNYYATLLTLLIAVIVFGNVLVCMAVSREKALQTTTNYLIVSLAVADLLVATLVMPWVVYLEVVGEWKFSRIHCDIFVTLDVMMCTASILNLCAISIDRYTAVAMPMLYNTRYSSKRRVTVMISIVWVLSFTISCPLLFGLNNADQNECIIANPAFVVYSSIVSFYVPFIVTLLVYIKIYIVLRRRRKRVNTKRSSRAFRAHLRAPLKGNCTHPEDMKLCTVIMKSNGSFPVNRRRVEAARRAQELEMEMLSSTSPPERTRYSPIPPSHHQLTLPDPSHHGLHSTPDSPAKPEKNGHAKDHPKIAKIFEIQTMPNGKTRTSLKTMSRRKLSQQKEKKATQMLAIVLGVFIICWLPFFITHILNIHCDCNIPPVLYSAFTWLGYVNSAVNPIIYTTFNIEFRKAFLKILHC
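Tetracycline-induced HEK293 Trex cells with D2 receptor force-coupled to calcium signaling, plated overnight at 30 C and loaded with no-wash calcium dye. Calcium flux read kinetically for 180 s after compound addition; responses flag agonists.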
D2 antag – HTS Assay for Allosteric Antagonists of the Human D2 Dopamine Receptor: Primary Screen for Antagonists; D(2) dopamine receptor (Homo sapiens), P14416; HEK293 TREx D2 cells, calcium flux, dopamine EC80; inhibition, % at 10 µM; 2% of 340,000 active; in the data active = inhibition above about 30%; also: 0% is about no effect
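Overnight-induced (tetracycline, 30 C) HEK293 T-REx cells carrying force-coupled D2 receive a no-wash calcium dye, then compound, then EC80 dopamine at 180 s; signals are read kinetically throughout.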
TRHR enhancer – qHTS for Small Molecule Agonists and Allosteric Enhancers of Human TRH Receptor: Primary Screen for Enhancers; enhancement, % at 2 µM; TRHR cells, fluo-8 calcium fluorescence, EC20 TRH enhancement; Thyrotropin-releasing hormone receptor (Homo sapiens), P34981; 0.66% of 360,000 active; in the data active = enhancement above about 30%; also: 0% is about no effect
Target sequence (P34981 whole entry, looked up): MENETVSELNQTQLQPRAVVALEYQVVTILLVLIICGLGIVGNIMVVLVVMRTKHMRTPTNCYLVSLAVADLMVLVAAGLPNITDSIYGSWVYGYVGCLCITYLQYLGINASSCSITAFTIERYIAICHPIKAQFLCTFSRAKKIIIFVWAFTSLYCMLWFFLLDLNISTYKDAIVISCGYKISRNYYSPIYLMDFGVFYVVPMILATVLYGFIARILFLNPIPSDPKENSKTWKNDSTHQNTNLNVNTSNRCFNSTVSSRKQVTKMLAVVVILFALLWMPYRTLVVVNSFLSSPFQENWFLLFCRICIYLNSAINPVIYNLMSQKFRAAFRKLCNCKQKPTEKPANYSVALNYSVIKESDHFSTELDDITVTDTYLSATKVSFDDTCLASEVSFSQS
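Enhancer read-out: after compound pinning and an initial kinetic agonist-mode read, an EC20 of TRH (10 nM final) was injected and fluo-8 calcium signal (Ex 480/Em 530) followed at 1 s/cycle for 100 cycles in TRHR-expressing cells.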
D2 potentiator – HTS Assay for Positive Allosteric Modulators of the Human D2 Dopamine Receptor: Primary Screen for Potentiators; HEK293 T-REx D2, calcium flux, EC20 dopamine potentiation; potentiation, % at 10 µM; 0.34% of 340,000 active;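 active = potentiation over 3 SD above the plate norm, cut at about 30% in these data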; also: 0% is about no effect
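Using a no-wash calcium dye in inducible, force-coupled HEK293 Trex cells expressing D2, we tracked fluorescence each second for 180 s after compound, then for 180 s after EC20 dopamine to detect augmented signalling.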
D1 agonist – Allosteric Agonists of the Human D1 Dopamine Receptor: qHTS; AID 504660, 2011; 1% of 360,000 active; HEK293 T-REx D1 cells, calcium flux, agonist mode; activation, % at 2 µM; also: 0% is about no effect
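Tetracycline-induced HEK293 TREx D1 cells, force-coupled to calcium signalling, were dye-loaded with a no-wash calcium kit. Compound was pin-added after a 10 s baseline. Fluorescence was read kinetically at 1 cycle/s for 180 s, with calcium rises flagged as agonism.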
RXFP1 antag – qHTS Assay for Antagonists of the Relaxin Receptor RXFP1; AID 1259400, 2018; activity change, negative = inhibition, % at 57.5 µM; 0.59% of 350,000 active; HEK293-RXFP1, relaxin-stimulated cAMP HTRF, 30 min; active compounds read low;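 active = activity change of -60% or lower, but not beyond a set lower limit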; also: % is scaled to controls: 0 for no effect and ±100 for the full control effect
D1 potentiator – Potentiators of Human D1 Dopamine Receptor: qHTS; potentiation, % at 10 µM; HEK293 TREx D1 cells, calcium flux, dopamine EC20 potentiation; 0.036% of 360,000 active; AID 504651, 2011; in the data active = potentiation above about 30%; also: 0% is about no effect
D1 antagonist – Antagonist of Human D 1 Dopamine Receptor: qHTS | D(1A) dopamine receptor (Homo sapiens), P21728 | HEK293 TREx D1 cells, calcium flux, dopamine EC80; active compounds read low | activity change, negative = inhibition, % at 10 µM | 3.2% of 360,000 active; in the data active = activity change below about -30%; also: % is scaled to controls: 0 for no effect and ±100 for the full control effect
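Using tetracycline-induced force-coupled D1 Hek293 cells and a calcium dye, signals were followed for 180 s after compound, then for 180 s after EC80 dopamine, to detect inhibitors.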
TRHR agonist – qHTS for Small Molecule Agonists and Allosteric Enhancers of Human TRH Receptor: Primary Screen for Agonists. AID 493084, 2011. TRHR cells, calcium flux fluo-8, FDSS agonist mode. Thyrotropin-releasing hormone receptor (Homo sapiens), P34981. 0.18% of 360,000 active. activation, % at 2 µM; also: 0% is about no effect
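Fluo-8-loaded TRHR cells; 10 s baseline, compound added, kinetic Ca2+ fluorescence read 1/s, agonist mode.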
Starred values were filed as active, the others as inactive; . = no result given. Rule as the data show it, unless noted: active = activation above about 30%; inactive = the rest.

compound,TRHR agonist,RXFP1 antag,TRHR enhancer,D1 antagonist,D2 ag,D2 potentiator,D1 agonist,D2 antag,D1 potentiator
COC(=O)C1CCN(CC(N)=O)CC1,0.1,7,2,-2,-0.5,-8,0,2,2
CSc1ccc(CCNC(=O)CCc2c(C)nc3cc(-c4ccccc4)nn3c2C)cc1,0.5,.,4,4,1.2,6,3,.,-4
COc1ccccc1C(=O)NC(CCSC)C(=O)N1CCC(Cc2ccccc2)CC1 (configuration not stated),0.8,4,10,-6,0.0,-1,6,-9,0
Cc1cc2ccccn2c1C(=O)c1ccc(N/N=C/c2ccc(C(=O)O)cc2)c([N+](=O)[O-])c1,-0.2,4,0,2,1.3,-16,0,11,-2
CC1CCC(NC(=O)c2nc(Cn3ccc([N+](=O)[O-])n3)no2)CC1 (configuration not stated),-1.2,1,-3,-11,-2.7,1,5,-3,.
CCCN(C(=O)c1sc2nc3n(c(=O)c2c1C)CCCC3)c1ccccc1C,0.1,-37,1,5,-0.9,-4,3,.,1
CS(=O)(=O)N(CC(=O)Nc1ccccc1C(=O)NCc1ccco1)c1ccccc1F,0.7,-3,-6,14,0.5,-7,2,-3,-1
O=C(CN1C(=O)NC(Cc2c[nH]c3ccccc23)C1=O)Nc1cccc(S(=O)(=O)N2CCCC2)c1 (configuration not stated),-0.7,-7,10,.,.,.,5,.,0
CN(C)c1ccc(/C=N/NC(=O)CCCCCNC(=O)c2ccccc2)cc1,-1.0,-14,-7,6,-1.2,-2,2,-17,1
CCCOc1ccc([C@@H]2C3CN(C(=O)OCC)CC=C3C(C#N)=C(N)C2(C#N)C#N)cc1OC (some centres not stated),0.0,2,9,-18,-0.7,14,1,-14,1
CSc1ccc(C#N)cc1NC(=O)c1ccccc1C,-0.2,16,1,-10,0.9,-17,1,51*,0
COc1ccc(CCNC(=O)c2cc(-c3cc(C)c(C)cc3O)n[nH]2)cc1OC,0.1,1,-1,11,-0.2,-11,1,19,17

At a glance, some entries already given.
compound,TRHR agonist,RXFP1 antag,TRHR enhancer,D1 antagonist,D2 ag,D2 potentiator,D1 agonist,D2 antag,D1 potentiator
COC(=O)C1CCN(CC(N)=O)CC1,0.1,7,2,-2,-0.5,-8,0,2,2
CSc1ccc(CCNC(=O)CCc2c(C)nc3cc(-c4ccccc4)nn3c2C)cc1,0.5,.,4,4,1.2,6,3,.,-4
COc1ccccc1C(=O)NC(CCSC)C(=O)N1CCC(Cc2ccccc2)CC1 (configuration not stated),0.8,4,10,-6,0.0,-1,6,-9,0
Cc1cc2ccccn2c1C(=O)c1ccc(N/N=C/c2ccc(C(=O)O)cc2)c([N+](=O)[O-])c1,-0.2,4,0,2,1.3,-16,0,11,-2
CC1CCC(NC(=O)c2nc(Cn3ccc([N+](=O)[O-])n3)no2)CC1 (configuration not stated),-1.2,1,-3,-11,-2.7,1,5,-3,.

(listing goes on)
compound,TRHR agonist,RXFP1 antag,TRHR enhancer,D1 antagonist,D2 ag,D2 potentiator,D1 agonist,D2 antag,D1 potentiator
CC(OC(=O)c1cccc(S(=O)(=O)N2CCCCCC2)c1)C(=O)Nc1ccc(S(N)(=O)=O)cc1 (configuration not stated),0.4,5,0,0,-0.1,13,1,-5,2
O=C(Oc1cccc(N2C(=O)CCC2=O)c1)C1CC(=O)N(c2ccc(F)cc2)C1 (configuration not stated),0.4,-10,-2,38,0.9,-3,0,9,-4
COc1ccc(O)c(-c2[nH]ncc2C(=O)c2ccccc2)c1,0.4,-7,4,-14,0.3,-5,4,-4,-4
Cc1cc(C)c(S(=O)(=O)c2c(C)cccc2C)c(OCC(C)C)n1,0.2,-7,0,7,0.0,8,5,-10,8
N#Cc1ccccc1NC(=O)C(=O)NCCCN1CCCC1=O,0.4,-2,-9,-2,-0.1,-14,-1,-2,5
O=S1(=O)CC(O)C(N=Nc2c(O)n(Cc3ccccc3)c3ccccc23)C1 (configuration not stated),0.2,-1,-3,3,.,10,1,2,-7
O=C(COc1ccccc1)OC(C(=O)c1ccccc1)c1ccccc1 (configuration not stated),1.0,-1,-9,-1,0.2,-4,10,-5,-5
c1ccc(CNc2nc(-c3cccnc3)cs2)cc1,0.2,7,-4,-2,-0.6,-8,2,-5,-8
Cc1cccc(OCC(=O)Nc2ccc(S(=O)(=O)Nc3ccccn3)cc2)c1,-0.5,3,22,-20,-0.6,2,7,-10,2
COc1cc(/C=C/c2noc(-c3ccccc3O)n2)ccc1OC(C)=O,0.3,-3,0,-7,1.1,4,3,-1,-11
O=C(O)c1c(-n2cccc2)sc2c1CCCC2,0.9,-12,-3,12,0.4,-1,3,15,-2
CCOc1ccc(N2CC(NC(=O)c3cccs3)CC2=O)cc1 (configuration not stated),0.0,-5,-6,.,0.9,0,3,.,1
Cc1ccc(OCC(=O)Nc2ccc(C(=O)OCc3cc(=O)n4ccsc4n3)cc2)cc1C,0.3,-25,-2,-7,0.8,2,2,.,0
O=C(NCC1CCCO1)c1nn2c(C(F)(F)F)cc(-c3cccs3)nc2c1Cl (configuration not stated),-0.7,3,2,-4,-1.3,7,4,-3,-3
Nc1ccc(C(=O)OCC(=O)Nc2cc([N+](=O)[O-])ccc2F)cc1,-0.7,5,-2,9,-0.7,18,3,-12,-4
CCOC(=O)c1csc(NC(=O)c2ccc(S(=O)(=O)N3CCCC3)cc2)n1,-0.7,7,12,14,0.7,13,8,-24,-8
O=[N+]([O-])c1ccc(O)c(C=Nc2cccc3ncccc23)c1,0.9,-3,10,-21,-0.5,.,1,-7,-3
COc1ccc(CCNc2c([N+](=O)[O-])c(=O)oc3ccccc23)cc1OC,0.5,-5,-8,1,-0.1,4,5,-12,-5
COc1ccc(CNc2nc(-c3ccc(Cl)cc3)nn2S(=O)(=O)c2ccc(C)cc2)cc1,1.2,.,-7,10,0.9,-6,4,.,-3
C=CCNC(=S)N/N=C(\C)c1cccc(OC)c1,-0.1,.,4,12,-0.6,-12,1,14,-3
O=C(NCc1ccncc1)c1ccc(S(=O)(=O)Nc2ccccc2)cc1,0.1,-13,6,0,1.2,4,2,-26,-9
CN(CC(=O)Nc1cccc(F)c1)C(=O)c1ccc(OCc2ccccc2)cc1,0.9,-16,-1,-8,1.6,1,7,-8,-2
CC(C)Cc1nc(SCC(=O)N2CC(C)OC(C)C2)c2c(=O)n(C)c(=O)n(C)c2n1 (configuration not stated),0.5,2,2,-3,-0.5,11,0,10,-2
O=C(NCC(c1ccco1)N1CCc2ccccc2C1)c1cccc(Br)c1 (configuration not stated),0.1,-9,-1,5,-0.3,-1,0,8,-1
NS(=O)(=O)c1ccc(N/N=C2/CCCCC2C2CCCCC2)c([N+](=O)[O-])c1 (configuration not stated),-0.4,-5,-1,9,0.8,-3,0,-5,-4
CCn1c(O)c(C=Nc2ccccc2)sc1=O,-0.1,12,1,-20,0.5,-4,17,-8,-7
Cc1cccc(Nc2nc(N3CCN(C)CC3)nc(N)c2[N+](=O)[O-])c1,-0.5,-2,3,4,.,.,3,.,-5
O=C(NCCN1C(=O)S/C(=C\c2ccc(Cl)c(Cl)c2)C1=O)C1COc2ccccc2O1 (configuration not stated),-0.6,1,0,-18,-0.4,9,6,-2,-4
Cc1ccccc1OCc1nc2ccccc2[nH]1,-2.0,2,-1,3,-1.4,8,1,-7,7
COc1ccc(CN(C)Cc2nc3cc(OC)c(OC)cc3c(=O)[nH]2)c(OC)c1,-0.1,8,-6,6,0.4,10,0,-31,-5
O=C(CN1CCC(c2nc3ccccc3s2)CC1)NCc1cccs1,-0.8,-2,11,1,0.1,5,18,-17,-7
Fc1ccccc1COc1cccc(/C=N/n2cnnc2)c1,-0.4,21,-4,-11,-1.4,-4,2,-8,-4
O=C(c1ccco1)N1CCN(S(=O)(=O)c2ccc3[nH]c(=O)oc3c2)CC1,0.2,2,1,-17,0.3,11,0,-6,-1
COC(=O)c1ccc(Oc2nc3c(c(=O)n(C)c(=O)n3C)n2CCC(C)C)cc1,-2.3,8,1,3,-1.5,4,2,-9,-2
Cc1[nH]c2ccccc2c1C(=O)CNc1nccs1,-1.5,-16,10,-2,-1.2,5,3,-2,-3
Cc1cc(NC(=O)CCc2ccc(-c3ccccc3)o2)no1,-0.1,5,-2,-1,-0.4,-16,2,33*,4

D2 antag, what is marked active above
molecule	TRHR agonist	RXFP1 antag	TRHR enhancer	D1 antagonist	D2 potentiator	D1 agonist	D2 antag	D1 potentiator
CSc1ccc(C#N)cc1NC(=O)c1ccccc1C	-0.2	16	1	-10	-17	1	51*	0
Cc1cc(NC(=O)CCc2ccc(-c3ccccc3)o2)no1	-0.1	5	-2	-1	-16	2	33*	4

(cont.)
compound,TRHR agonist,RXFP1 antag,TRHR enhancer,D1 antagonist,D2 ag,D2 potentiator,D1 agonist,D2 antag,D1 potentiator
Cc1ccc(NC(=O)CSc2nnnn2C2CC2)cc1S(=O)(=O)N1CCOCC1,0.7,12,-6,0,0.3,18,1,-19,3
CCc1noc(C)c1C(=O)NNC(=O)c1ccc(Br)cc1,0.0,-3,0,-14,-0.4,-2,1,37*,-1
Cc1sc(-c2ccncc2)nc1OC(=O)c1cc(Cl)cc(Cl)c1,4.9,-11,2,5,1.2,15,2,-4,8
Cc1ccc2c(C)cc[n+](CCCS(=O)(=O)[O-])c2c1,0.2,-31,3,-1,1.6,2,3,2,-3
CCCc1[nH]nc2c1C(c1cccc(OC(=O)c3ccco3)c1)C(C#N)=C(N)O2 (configuration not stated),0.6,-4,-1,1,0.5,-14,0,2,-1
Cc1ccc(C(=O)N2CCN(c3ncccn3)CC2)cc1,0.3,3,-3,1,-0.8,7,2,-10,-4
O=c1oc2ccccc2cc1-c1nc2c(s1)CCCC2,0.3,-6,-3,-7,.,1,2,.,4
CCOc1ccccc1N(C)C(=O)c1cc2c(s1)-c1ccccc1OC2,0.6,-19,1,7,0.8,.,3,.,1
COc1ccc(N(C(=O)c2cccnc2)S(=O)(=O)c2ccc(F)cc2)cc1,-0.7,10,4,10,3.1,-1,3,-17,6
CC1CCN(C(=S)NC(=O)c2cccc([N+](=O)[O-])c2)CC1,0.1,24,1,12,0.4,-8,2,0,4
CCCCOc1ccc(C(=O)Oc2ccc(C)nc2)cc1,0.7,10,-4,-2,0.2,-4,5,1,-4
CCN(CC(=O)Nc1ccccc1OC)CC(=O)Nc1sccc1C#N,0.0,-21,-7,-18,0.9,10,-1,-10,-6
COc1cccc(-n2ccnc2SCC(=O)Nc2cccc3ccccc23)c1,-0.3,16,-2,6,.,-4,5,.,-3

Bioassay records: PubChem BioAssay, National Center for Advancing Translational Sciences (NCATS)
